High-throughput results deposited in PubChem BioAssay by several laboratories.
V-ATPase pHluor – yeast V-ATPase proton transport regulation by pHLuorin | S. cerevisiae, pHLuorin cytosolic pH fluorescence | actives 0.37% (n = 350,000) | AID 504577 | response, % at 10 µM; in the data active means response mostly above about 7.3%, no sharp cut-off; inactive means mostly below about 5.4%; further: actives read high; inactives centre near 0; some compounds called inactive have numbers as strong as hits; reference of the scale not given here
RTF Ca sens act – increases calcium sensitivity of human cardiac regulated thin filaments. IANBD-labeled TnC RTF fluorescence at EC20 calcium; 0% EC20 calcium, 100% full calcium. activation, % at 7.2 µM. actives 0.24% (n = 340,000). AID 493008;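 active means activation above the mean over all tested compounds plus 3 SD, cut at about 30% in these data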;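 further: rise in fluorescence read as greater calcium sensitivity of cardiac thin filaments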
OPRM1-OPRD1 ag – agonists of human mu-delta opioid receptor heterodimerization; activation, % at 9.3 µM; actives 0.3% (n = 340,000); cells, OPRM1-OPRD1 heterodimerization, luminescence; P35372+P41143; in the data active means activation above about 18%;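 further: 0% = vehicle-treated cells and 100% = reference agonist; values of inactives mirror those of a sister screen read the other way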
Arrestin-AP2 inh – human beta-arrestin and AP2 interaction inhibition; actives 0.31% (n = 340,000); inhibition, % at 10 µM; FITC-arrestin peptide / GST-AP2 beads, flow cytometry; AP2 beta2 appendage carries R879A mutation;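 active means inhibition above a set limit, near 3 SD of compounds lacking own fluorescence, cut at about 54% in these data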;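 further: plate controls were DMSO wells for no effect and 5 µM unlabelled arrestin peptide for full effect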
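System: GST-AP2 R879A bound to glutathione beads, E. coli-expressed. Also added: 50 nM FITC-arrestin peptide. Schedule: compound with beads 12 min RT, then probe 1 h RT. Signal: bead flow cytometry, FITC channel. Read-out basis: percent response.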
RTF Ca sens inh – cardiac RTF calcium desensitization. IANBD-labeled cardiac RTF, Ca2+ fluorescence. inhibition, % at 7.15 µM. P19429+P45379. AID 493244. actives 0.12% (n = 340,000);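 active means inhibition above the mean inhibition of all tested compounds plus 3 SD, cut at about 17% in these data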;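 further: assay run at fixed EC70 calcium of 1.6 mM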
DSG3 Ab inh – human desmoglein-3 autoantibody binding inhibition. DSG3-coupled beads, scFv-anti-DSG3-GFP binding, flow cytometry; hits give low values. actives 0.48% (n = 310,000). P32926. binding (percent of control), % at 10 µM;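 active means binding more than 3 SD below its plate's average and above zero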;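 further: hits lower antibody fragment binding to DSG3; some compounds called inactive have numbers as strong as hits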
Target sequence (P32926 whole entry, looked up, the tested form may be a part): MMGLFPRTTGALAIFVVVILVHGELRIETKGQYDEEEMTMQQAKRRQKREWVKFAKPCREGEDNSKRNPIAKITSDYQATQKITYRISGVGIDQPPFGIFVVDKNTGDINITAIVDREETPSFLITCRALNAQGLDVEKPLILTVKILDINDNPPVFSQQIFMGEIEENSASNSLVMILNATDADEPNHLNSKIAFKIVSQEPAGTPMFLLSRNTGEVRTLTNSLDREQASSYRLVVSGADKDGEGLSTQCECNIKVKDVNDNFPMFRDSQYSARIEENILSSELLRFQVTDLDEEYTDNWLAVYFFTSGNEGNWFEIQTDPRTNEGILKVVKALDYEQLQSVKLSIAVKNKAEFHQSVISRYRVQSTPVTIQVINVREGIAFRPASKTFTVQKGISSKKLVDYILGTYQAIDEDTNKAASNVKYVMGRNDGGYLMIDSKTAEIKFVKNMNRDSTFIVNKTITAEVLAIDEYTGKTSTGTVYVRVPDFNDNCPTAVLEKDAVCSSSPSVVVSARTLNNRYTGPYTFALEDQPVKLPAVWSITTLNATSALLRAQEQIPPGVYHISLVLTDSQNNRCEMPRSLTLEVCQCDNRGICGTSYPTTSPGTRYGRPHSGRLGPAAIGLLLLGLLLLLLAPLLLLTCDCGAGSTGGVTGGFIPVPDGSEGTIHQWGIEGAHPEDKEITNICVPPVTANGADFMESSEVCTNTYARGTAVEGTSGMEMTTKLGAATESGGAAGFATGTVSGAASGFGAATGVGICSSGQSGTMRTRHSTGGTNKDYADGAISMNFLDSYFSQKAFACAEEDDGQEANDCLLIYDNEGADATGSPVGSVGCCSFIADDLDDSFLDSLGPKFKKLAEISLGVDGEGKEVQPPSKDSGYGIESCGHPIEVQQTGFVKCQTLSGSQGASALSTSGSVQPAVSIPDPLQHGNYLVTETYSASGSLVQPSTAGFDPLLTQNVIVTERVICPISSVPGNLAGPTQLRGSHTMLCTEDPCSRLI
MOR-DOR inv ag – mu-delta opioid heterodimer inverse agonism. cell-based MOR-DOR heterodimer luminescence. inhibition, % at 9.3 µM. actives 0.21% (n = 340,000); in the data active means inhibition above about 22%, passing the limit was not always enough;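 further: 0% = cells with DMSO and 100% = wells without cells with DMSO; values of inactives mirror those of a sister screen read the other way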
Keap1 Nrf2 FP – inhibitors of human Keap1-Nrf2 protein-protein interaction; Q14145; Keap1 Kelch-Nrf2 peptide fluorescence polarization, 1536-well; inhibition, % at 9.4 µM; actives 0.15% (n = 340,000); in the data active means inhibition above about 12%;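 further: human Keap1 Kelch domain with fluorescein labeled Nrf2 9mer peptide probe; 0% = neutral control wells and 100% = peptide positive control; higher means more block of Keap1 binding to Nrf2 peptide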
Wnt bcat act – activators of Wnt/beta-catenin signaling; Wnt/beta-catenin reporter cell assay, activator, plate reader; activation, % at 9.35 µM; actives 1.2% (n = 300,000); in the data active means activation above about 30%, passing the limit was not always enough;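 further: 0% = neutral control wells and 100% = positive control wells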
LANA DNA inh – KSHV C-LANA DNA binding inhibition; MBP-C-LANA/FAM-LBS DNA binding, fluorescence polarization; inhibition, % at 9 µM; actives 0.078% (n = 340,000); AID 504423;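 active means highest replicate inhibition at or above 60% at 9 µM, even if other replicates fall short; inactive means all replicates below 60% inhibition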;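 further: 0% = neutral control wells and 100% = 4 µM acridine orange control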
An asterisk follows results filed as active; x = not tested or not shown.

Each structure is followed by: V-ATPase pHluor	RTF Ca sens act	OPRM1-OPRD1 ag	Arrestin-AP2 inh	RTF Ca sens inh	DSG3 Ab inh	MOR-DOR inv ag	Keap1 Nrf2 FP	Wnt bcat act	LANA DNA inh
Cc1cc(C(=O)CSc2nnc(-c3ccc(Cl)cc3)n2C)c(C)n1CC1CCCO1 (centres undefined)
 : 1	4	-1.4	-2	-6	104	7	0	x	0.5
C=CCSc1nc2c(sc3nc(C)cc(C)c32)c(=O)[nH]1
 : 2	4	-2.5	26	6	92	14	0	0	1.0
COc1cc2cc(C(=O)N/N=C/c3ccc(F)cc3)[nH]c2cc1OC
 : 0	1	-2.1	0	-2	99	10	-7	3	-1.4
O=C1CC(NCc2ccccc2F)C(=O)N1c1ccccc1 (centres undefined)
 : 0	-9	-2.7	23	0	104	12	1	-8	0.0
CN(C)S(=O)(=O)c1cccc(NC(=O)COc2cccc(C#N)c2)c1
 : 2	-3	-2.4	-3	2	105	13	-5	1	-1.1
C[n+]1c(-c2ccccc2)cc2c(=Cc3ccccc3)c3ccccc3n21
 : -3	-4	10	0	-1	x	-49	-6	-6	0.2
CC(NS(=O)(=O)c1ccc(Br)cc1)C(c1cccs1)N1CCOCC1 (centres undefined)
 : 6	-2	2.4	-1	-3	96	-14	1	-5	-0.3
CC(C(=O)Nc1ccccn1)N1C(=O)c2ccccc2S1(=O)=O (centres undefined)
 : 10	5	-0.9	-26	-5	126	5	-3	4	-1.6
c1ccc(Cn2nnnc2C(c2ccncc2)N2CCOCC2)cc1 (centres undefined)
 : 3	7	-0.9	5	-5	105	5	-8	0	0.2
O=C(O)c1cc([N+](=O)[O-])ccc1NCc1ccccn1
 : 0	3	-1.5	-2	-2	101	9	3	4	2.3
CC(C)CC(C(=O)NC1CCCCC1)N(Cc1ccccc1)C(=O)c1snc(C(N)=O)c1N (centres undefined)
 : -5	-4	5.0	3	10	x	-37	-1	-4	0.2
COc1ccccc1Sc1nc(-c2ccccc2)ncc1OC
 : -2	-3	1.8	-26	-1	99	-9	-5	-2	-1.0
Cc1ccc(C(=O)NC(=S)Nc2cccc(-c3nc4ccccc4s3)c2)cc1
 : 2	-8	-2.2	17	2	110	12	-1	12	-0.6
CCOC(=O)C1=C(C)NC(=O)NC1c1c(OC)ccc2ccccc12 (centres undefined)
 : -1	-2	-1.4	3	-6	107	7	-3	-5	-1.6
COc1ccc(NC(=O)c2ccc3ccccc3c2)cc1
 : 3	-2	-0.2	7	2	97*	1	-3	12	-5.8
Cc1ccc(NCc2ccccc2OCc2ccccc2F)cc1
 : 1	-7	1.8	3	-6	x	-11	2	x	-1.0
Cc1ccc(NC(=O)C(=O)NCCN2CCN(S(C)(=O)=O)CC2)cc1
 : -3	3	-0.2	-18	-16	102	1	-2	-2	-1.3
CCN1CCN(C(=O)c2cccc(OC3CCN(S(C)(=O)=O)CC3)c2)[C@@H](C)C1=O
 : -2	6	-1.1	-8	-3	102	4	-1	0	0.8
NS(=O)(=O)c1ccc(NC(=S)NCc2ccc3c(c2)OCO3)cc1
 : 1	1	-0.1	15	-11	102	1	-5	-1	1.6
CNC(=O)c1ccc(-c2ccc(F)cc2)s1
 : -1	1	-1.7	23	-7	105	8	3	x	3.7

Later entries.
Each structure is followed by: V-ATPase pHluor	RTF Ca sens act	OPRM1-OPRD1 ag	Arrestin-AP2 inh	RTF Ca sens inh	DSG3 Ab inh	MOR-DOR inv ag	Keap1 Nrf2 FP	Wnt bcat act	LANA DNA inh
Cc1cc(C(F)(F)F)nn1CC(=O)N1CCCCC1C (centres undefined)
 : 0	3	-1.6	-1	-20	95	9	-2	-1	1.8
Cc1cc(=O)oc2cc(NC(=O)c3cccc(Br)c3)ccc12
 : -5	4	-0.7	-7	-7	99	3	-2	5	0.4
CCOC(=O)C1CCCN(Cc2nc(CC3CC3)no2)C1 (centres undefined)
 : 1	2	0.0	2	-8	100	0	-6	-1	-1.8
CCN(CC)c1ccc(NC(=O)COc2ccccc2C)cc1S(=O)(=O)Nc1ccccc1OC
 : 2	-1	-0.1	1	-1	96	0	3	-6	0.9
Cc1cc(C)nc(N2CCN(c3nc(-c4ccccc4)nc4c3oc3ccccc34)CC2)n1
 : -1	-3	-3.0	33	7	101	16	-1	-2	-2.0
CSCCC(NS(=O)(=O)c1ccc2c(c1)OCCO2)C(=O)N(C)Cc1ccccc1F (centres undefined)
 : -4	-1	-1.9	-4	-11	100	8	-3	22	-0.4
O=C(c1cnc(Cl)c(Cl)c1)N1CCN(S(=O)(=O)c2ccc3ccccc3c2)CC1
 : -2	-2	0.1	7	-3	92	-1	1	-1	1.1
O=C(O)C1=C[C@H](c2coc3ccccc3c2=O)C[C@H](OCc2ccc(CO)cc2)O1
 : 4	12	4.6	-2	-10	111	-25	-4	1	0.2
COCCNC(=O)C1CC(c2cccc(OC)c2)=NO1 (centres undefined)
 : 0	-3	-1.7	5	0	100	9	-2	0	-0.7
Cc1cc(C)c(S(=O)(=O)N(CC(=O)NCc2cccnc2)C2CCCCC2)c(C)c1
 : 0	1	-1.3	3	6	102	7	2	6	1.4
CC1CCN(C2=NN3C(=N)/C(=C\c4ccc(OC(=O)c5ccco5)cc4)C(=O)N=C3S2)CC1
 : 0	0	-2.2	2	-4	91	12	-3	-17	0.8
COc1ccc(Nc2ncnc3sc(-c4ccccc4)cc23)c(OC)c1
 : 2	3	-1.1	-3	-7	96	5	-3	0	-0.2
CCC(C)C(NC(=O)c1ccccc1NC(=O)c1ccco1)C(=O)NC1CCCCC1 (centres undefined)
 : -2	4	-2.5	3	-13	105	14	1	x	0.3
CC(CCc1ccccc1)NC(=O)CNC(=O)c1ccccc1Br (centres undefined)
 : -1	1	-2.1	-3	5	104	11	1	2	1.2
Cc1cccc(NC(=O)CSc2nnc([C@@H](N)Cc3ccccc3)o2)c1C
 : 3	1	-1.6	3	-6	104	8	-1	x	0.0
Cn1cc(S(=O)(=O)N2CCCC2)cc1C(=O)NCc1ccc(Cl)cc1
 : -6	4	-1.2	12	-2	103	7	-4	-2	0.4
CCNc1ccc(N=Nc2c(C)n(C)n(-c3ccccc3)c2=O)cc1
 : -2	x	x	24	x	99	x	-12	2	-7.4
FC(F)(F)c1nnc(-c2ccccc2)nc1N1CCOCC1
 : x	-1	-1.6	18	-6	93	8	-3	-5	0.0
CCc1nc2ccccc2c(C(=O)OCC(=O)N2CC(C)OC(C)C2)c1C (centres undefined)
 : 0	-2	-0.9	37	-4	100	6	1	-1	-1.5
O=C(N/N=C/c1cccc2ccccc12)c1n[nH]c2c1CCCC2
 : -1	6	-0.8	-10	-5	102	5	-3	-3	-0.6

Single records (already shown). Order of screens: V-ATPase pHluor | RTF Ca sens act | OPRM1-OPRD1 ag | Arrestin-AP2 inh | RTF Ca sens inh | DSG3 Ab inh | MOR-DOR inv ag | Keap1 Nrf2 FP | Wnt bcat act | LANA DNA inh
Cc1cc(C)nc(N2CCN(c3nc(-c4ccccc4)nc4c3oc3ccccc34)CC2)n1 is listed with -1 | -3 | -3.0 | 33 | 7 | 101 | 16 | -1 | -2 | -2.0
CC(CCc1ccccc1)NC(=O)CNC(=O)c1ccccc1Br (centres undefined) is listed with -1 | 1 | -2.1 | -3 | 5 | 104 | 11 | 1 | 2 | 1.2

More compounds
Each structure is followed by: V-ATPase pHluor	RTF Ca sens act	OPRM1-OPRD1 ag	Arrestin-AP2 inh	RTF Ca sens inh	DSG3 Ab inh	MOR-DOR inv ag	Keap1 Nrf2 FP	Wnt bcat act	LANA DNA inh
COc1ccc(C(=O)Cn2c(Cl)nc3c2c(=O)n(C)c(=O)n3C)cc1
 : 1	-3	0.8	19	2	102	-4	2	-2	0.5
CN(C)/C=C/c1onc(-c2c(Cl)cccc2Cl)c1C#N
 : 1	-1	-2.5	3	-17	102	12	-4	-2	-2.0
CCOC(=O)CNC(=O)COc1coc(CN2CCN(c3ccc(F)cc3)CC2)cc1=O
 : 3	-7	-3.5	-8	5	92	18	0	-2	-2.4
O=C(NCc1cccnc1)c1ccc(NC(=O)c2ccc([N+](=O)[O-])cc2)cc1
 : -1	-2	6.2	34	2	104	-25	1	1	-1.8
O=C(CN1CCCC1)Nc1cccc(Cl)c1
 : -2	-3	-3.3	28	-3	96	19	0	-1	2.2
Cc1ccc(-n2ncc3c2CCCC3NC(=O)c2cnccn2)cc1C (centres undefined)
 : 2	5	-0.4	3	0	102	3	-4	-5	-0.6
O=S(=O)(Nc1ccc(C(F)(F)F)cc1)c1cccs1
 : 3	-1	-0.2	12	-8	x	1	-2	-2	-0.6
Cc1c(C)c2ccc(OCC(=O)NC(Cc3c[nH]c4ccc(O)cc34)C(=O)O)c(C)c2oc1=O (centres undefined)
 : -2	3	0.6	17	-7	100	-3	0	-2	0.3
CC(C)(C)n1nc2c(c1NC(=O)c1cc([N+](=O)[O-])ccc1Cl)CS(=O)(=O)C2
 : 1	-4	-1.4	-15	-1	108	7	-5	3	0.1
CCC(C)NC(=O)CSc1nnc(-c2ccoc2C)n1CC1CCCO1 (centres undefined)
 : 0	4	-2.1	-3	-39	110	11	1	x	3.0
COc1ccc(N2CCN(c3ncnc4c3nnn4Cc3ccccc3Cl)CC2)cc1
 : 0	-4	-1.3	16	4	106	7	-1	x	0.1
O=C(CCC(=O)N1CCc2ccccc21)Nc1ccccc1
 : -3	-6	-2.1	14	-2	x	13	0	2	1.5
Cc1cc(C(=O)Nc2ccc(F)cc2C)cs1
 : 4	1	0.6	-1	-12	104	-2	-1	3	-0.2
COc1ccc(C2CC(=O)N(CCCN(C)CCc3ccc(OC)c(OC)c3)C2)cc1 (centres undefined)
 : -1	-1	-0.4	0	-5	100	3	-3	x	-1.2
O=C(CCC(=O)N1CCOc2ccc(Cl)cc21)NCCCN1CCOCC1
 : 0	2	-0.1	-4	-11	99	0	-4	-2	1.2
Cc1cc(Br)ccc1NC(=O)CN(C)C(=O)CN1C(=O)NC(C)(C2CC2)C1=O (centres undefined)
 : 3	7	0.8	34	0	107	-3	2	-5	-1.2
CCc1c(O)nc(SCC(=O)Nc2ccccc2C)n(-c2ccc(C)cc2)c1=O
 : -3	1	-1.9	0	-3	96	11	1	-1	0.3
O=C(c1ccc(F)cc1)N1CCCC(c2ccccc2)C1 (centres undefined)
 : 4	-1	-2.2	27	2	85	11	-1	1	-1.8
Cc1ccc(C)c(C(=O)COC(=O)c2cc(Cl)nc3ccccc23)c1
 : -2	9	5.4	1	-17	89	-35	-6	x	0.2
O=C(Nc1ccc(Cl)cc1)/C(=C/c1cccc(O)c1)c1nc2ccccc2s1
 : 1	7	6.5	x	0	99	-34	1	-39	-0.1
Cc1cn(CC(=O)NCCc2c[nH]c3ccccc23)c(=O)[nH]c1=O
 : 5	7	-0.6	37	-5	97	3	-1	3	-0.7
O=S(=O)(NC(=S)Nc1ccccc1)c1ccc(F)cc1
 : 2	-3	-2.6	39	0	98	13	0	1	-3.2
c1ccc(-c2nn3c(Cn4nnc5ccccc54)nnc3s2)cc1
 : 2	3	0.0	24	-7	97	0	-2	-3	-0.5

With a hit mark in DSG3 Ab inh (from the list above):
SMILES	V-ATPase pHluor	RTF Ca sens act	OPRM1-OPRD1 ag	Arrestin-AP2 inh	DSG3 Ab inh	MOR-DOR inv ag	Keap1 Nrf2 FP	Wnt bcat act	LANA DNA inh
COc1ccc(NC(=O)c2ccc3ccccc3c2)cc1	3	-2	-0.2	7	97*	1	-3	12	-5.8
